# High-throughput results from PubChem BioAssay.
# NCF1 inh: p47phox (human) inhibition; AID 1274; P14598; inhibition, % at 24.7 µM; 220,000 tested, 0.53% active; p47phox/p22phox peptide binding, fluorescence polarization, 2 h;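 active = inhibition above about 30%, limit read from the data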;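 note: 0% = p47phox with labelled peptide and 100% = labelled peptide alone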
# Target sequence (P14598 whole entry, looked up): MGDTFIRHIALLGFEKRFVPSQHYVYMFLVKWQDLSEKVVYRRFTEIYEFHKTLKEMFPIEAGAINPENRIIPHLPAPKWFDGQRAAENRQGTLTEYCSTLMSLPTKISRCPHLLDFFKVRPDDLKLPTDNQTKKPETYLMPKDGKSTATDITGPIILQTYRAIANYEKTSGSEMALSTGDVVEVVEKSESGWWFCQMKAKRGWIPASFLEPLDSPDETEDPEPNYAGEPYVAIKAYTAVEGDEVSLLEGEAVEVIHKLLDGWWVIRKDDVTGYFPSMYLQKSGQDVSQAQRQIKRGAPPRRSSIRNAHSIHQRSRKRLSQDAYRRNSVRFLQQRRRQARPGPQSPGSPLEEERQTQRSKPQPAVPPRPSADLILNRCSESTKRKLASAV
# Runt-CBFb FRET: blocks binding of human RUNX1 Runt domain to CBFb | Q01196+Q13951 | Cerulean-Runt/Venus-CBFb FRET ratio 530/480, 1 h | inhibition, % at 20 µM | 220,000 tested, 0.46% active;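 active = inhibition over about 50% at 20 µM in the single-dose screen, limit read from the data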;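 note: 0% = DMSO wells and 100% = excess unlabeled CBFb competitor control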
#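 Doses: 20 µM compound in 1% DMSO | Material: Cerulean-labeled Runt domain protein | Amount: Each fluorescent fusion protein 100 nM | Schedule: Two 1 h room-temperature incubations shielded from light | Measured by: FRET fluorescence | Evaluation: Loss of energy transfer signal | Controls: Unlabeled CBFb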
# EBV gp42 block: EBV gp42 inhibition. Q1HVG2. Fluorescence polarization binding assay, mP read-out. inhibition, % (tested at 21.74 µM). 220,000 tested, 0.42% active. AID 1085; in the data active = inhibition above about 50%
# zVAD death inh: blocks zVAD induced death of L929 cells; L929 zVAD necroptosis rescue, ATP luminescence, 24 h; with zVAD 60 µM; viability rescue, % at 10 µM; AID 1377; 220,000 tested, 0.38% active;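 active = activation, scaled between plate controls, above about 75%, limit read from the data; inactive = activation under that limit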;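 note: 0% = zVAD with DMSO and 100% = DMSO alone without zVAD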
# Hck-Nef inh: inhibitors of human Hck kinase activated by Nef. Recombinant Hck-YEEI plus Nef, Z-Lyte FRET kinase assay. inhibition, % at 20 µM. 220,000 tested, 0.68% active. AID 463187. P08631;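 active = Hck-Nef kinase inhibition above about 50%, limit read from the data; inactive = inhibition below that limit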;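 note: 0% = DMSO with Hck plus Nef and 100% = Hck alone without Nef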
# Target sequence (P08631 whole entry, looked up): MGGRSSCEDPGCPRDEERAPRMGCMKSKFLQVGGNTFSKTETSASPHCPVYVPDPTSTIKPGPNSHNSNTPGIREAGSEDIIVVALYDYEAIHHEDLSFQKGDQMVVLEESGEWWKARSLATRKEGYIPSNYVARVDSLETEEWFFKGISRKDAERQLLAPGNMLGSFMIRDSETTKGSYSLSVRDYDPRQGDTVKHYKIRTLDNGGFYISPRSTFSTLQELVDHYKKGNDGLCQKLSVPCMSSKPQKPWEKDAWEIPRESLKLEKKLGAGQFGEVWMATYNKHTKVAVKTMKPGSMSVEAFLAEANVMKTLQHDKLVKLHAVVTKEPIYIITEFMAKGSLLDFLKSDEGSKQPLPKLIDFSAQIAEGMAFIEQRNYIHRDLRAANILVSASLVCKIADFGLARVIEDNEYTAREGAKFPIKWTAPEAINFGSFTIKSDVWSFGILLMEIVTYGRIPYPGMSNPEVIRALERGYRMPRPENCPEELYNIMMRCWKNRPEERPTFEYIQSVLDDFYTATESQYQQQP
# Mdm2 ligase inh: blocks human Mdm2 ubiquitin ligase activity; 210,000 tested, 0.11% active; cell-based MDM2 ubiquitination luciferase reporter, 2 h; 0 = plate control, 100 = twice control, blank-subtracted; AID 1230; signal enhancement, % at 5 µM;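 active = signal enhancement of 30% or more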;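 note: luminescence tracks abundance of the self-degrading MDM2-luciferase fusion protein; higher signal means inhibition of MDM2 E3 ligase activity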
#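 Timing – 2 h compound exposure at 37 °C · Assay system – mammalian cells stably expressing self-ubiquitinating, self-degrading MDM2 E3–luciferase fusion · Amount – 2000 cells seeded into each well · Measure – % luminescence enhancement versus blank-corrected plate control mean · Measured by – SteadyLite luminescence, 15 min reagent step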
# Runt-SMMHC FRET: blocks binding of human RUNX1 Runt domain to CBFb-SMMHC; Q01196+Q13951; Cerulean-Runt/Venus-CBFb-SMMHC FRET ratio 530/480, 1 h; inhibition, % at 20 µM; 220,000 tested, 0.74% active;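 active = mean inhibition across duplicate retests at 20 µM reaching about 50%, limit read from the data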;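 note: 0% = DMSO wells and 100% = wells with excess untagged CBFb-SMMHC; inhibitors lower the FRET ratio by blocking Runt binding to CBFb-SMMHC; some results filed as inactive read as strong as hits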
# 14-3-3 Bad PPI: disrupts binding of bovine 14-3-3 zeta to phospho-Bad peptide | P63103 | TR-FRET 14-3-3zeta/Dy647-pBad peptide displacement, 1 h | inhibition, % at 21.7 µM | 220,000 tested, 0.71% active;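 active = inhibition above about 70%, limit read from the data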;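 note: 0% = full 14-3-3 plus peptide FRET controls and 100% = background without 14-3-3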
# Tb hexokinase: blocks Trypanosoma brucei hexokinase 1 activity. recombinant TbHK1, G6PDH-coupled NADH A340. inhibition, % at 10 µM. 220,000 tested, 0.11% active. AID 1430;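 active = inhibition of 50% or more in the single-dose primary screen; inactive = inhibition below 50%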
# Starred values were filed as active, the others as inactive; . = not tested or not shown; [ ] = another dose, or the depositor's remark. Rows are unselected (roughly 3.2% active in at least one column).
SMILES,NCF1 inh,Runt-CBFb FRET,EBV gp42 block,zVAD death inh,Hck-Nef inh,Mdm2 ligase inh,Runt-SMMHC FRET,14-3-3 Bad PPI,Tb hexokinase
CCc1ccc(NC(=S)NCc2ccccc2)cc1,-7,1,4,0.2,24,-16,-1,-10,2
Fc1ccc(-c2csc(N3CCOCC3)n2)cc1,-7,4,-8,0.7,1,-17,-9,1,-7
Cc1cc(N/N=C/c2ccncc2)c([N+](=O)[O-])cc1[N+](=O)[O-],-8,-1,-10,-0.2,30,-2,0,8,-26
CC(=O)C1=C(O)C(=O)N(CCNCCO)C1c1ccccc1 (stereo not given),-9,-1,7,0.1,1,2,-3,10,-23
Cc1cccc(C)c1NC(=O)CSc1nc(COc2ccccc2)nc2ccccc12,-4,-4,-19,0.2,11,-10,-7,12,-2
CCc1ccc(OCCOCC(O)CNC(C)CC)cc1 (stereo not given),-12,-2,-6,-0.3,4,-6,3,-4[fluorescence artefact?],2
ON1C(c2ccccc2)CC2(O)c3nonc3CCC12 (stereo not given),-14,-1,-20,0.3,-1,3,2,0,6
Cn1c(/C(C#N)=C(\O)CN2CCN(Cc3ccccc3)CC2)nc2ccccc21,2,-1,9,-0.4,2,-17,7,4,-11
O=c1c2ccccc2ncn1CCOc1ccccc1[N+](=O)[O-],-44,1,-14,1.5,5,-6,2,-5,-1
C#CCOC(=O)CCC(=O)NCCc1ccccc1,0,0,-32,0.7,-8,-4,2,-9,7
CCN1CCN(C(c2ccccn2)c2c(NC(=O)c3ccccc3)sc(C)c2C)CC1 (stereo not given),-11,-5,-2,0.7,0,-12,-1,-14,-12
CCOC(=O)CC1=CSC2=NS(=O)(=O)CCN12,-4,-2,-23,21,5,-7,-1,5,0
CC(C)CC(=O)N1CC(C)N(C(=O)CC(C)C)CC1C (stereo not given),-6,0,-13,-0.2,2,-33,0,-2[fluorescence artefact?],0
CN1CCN(CCCC(=O)c2ccc(C3CCCC3)cc2)CC1,8,0,-3,0.0,4,-9,1,31[fluorescence artefact?],-3
Cc1ccc2nc(SCC(=O)N3CCCC3)[nH]c2c1,-6,-2,-7,0.0,2,-12,-6,-9[fluorescence artefact?],8
COC(=O)NCC(c1ccco1)N1CCN(c2ccc(F)cc2)CC1 (stereo not given),2,1,6,0.2,-1,-14,2,2[fluorescence artefact?],-1
COc1cccc(OCCCCCN2CCOCC2)c1,-10,-1,-17,-0.3,1,-5,0,-4[fluorescence artefact?],3
CCOc1c(/C=C(\C#N)C(N)=O)c2ccccc2n1CC,-11,-1,-12,8.1,42,3,3,3,-11
O=C(Nc1cc(N2CCOCC2)ncn1)c1ccc(F)cc1,2,1,-1,4.1,5,-15,2,0,-7
Cc1cc(C)c2nc(NC(=O)c3cc(C)on3)sc2c1,-44,2,-23,-0.5,2,-14,-3,-4,-13
O=C(CNC(=O)c1ccco1)OCC(=O)c1ccc2c(c1)CCCC2,13,-1,7,0.9,0,-15,-7,11,-3
O=S(=O)(Cc1ccccc1)/C1=C(\N2CCOCC2)CCCCCC1,-8,0,-18,0.0,0,-15,1,10,-1
CCNC(=O)COC(=O)Cc1ccc(Cl)cc1Cl,-9,0,-7,0.4,20,-9,0,-20,-3
COc1ccc(CN2CCCC(CNC(=O)c3ccc(F)cc3)C2)c(C)c1C (stereo not given),-3,.,-4,0.4,20,3,.,2,14
O=C(Nc1c(F)cc(F)cc1Br)c1ccco1,-10,1,-13,0.4,0,-12,-2,-1,4
O=C(/C=N\O)NCCCNCc1ccccc1,-5,1,-13,0.2,-1,-21,-2,-6,-5
CN=c1sc2ccccc2n1CC(O)COCc1ccco1 (stereo not given),-12,0,-14,-0.2,2,-4,-8,-2,-2
CSc1ccc(/C=C/C(=O)N2CCCN(C)CC2)cc1,-7,0,0,2.6,18,-44,49,-6,-30
COC(=O)c1[nH]c2cccc(OC)c2c1NC(=O)CCN1CCC(C(N)=O)CC1,-2,1,-15,1.1,1,-11,2,10[fluorescence artefact?],-14
O=CN/C=C/c1cc(O)ccc1O,-9,65*,-17,-2.0,-141,9,59*,0,3
CC12CCC(C(=O)NCc3ccc4c(c3)OCO4)(C(=O)C1=O)C2(C)C (stereo not given),-17,1,-15,0.0,-2,-17,0,-1,0
COc1ccc(/C=C2\CC/C(=C\c3ccc(OC)c(OC)c3)C2=O)cc1OC,0,-3,-6,0.4,3,-23,0,1,-6
CCCCn1c(-c2ccccc2)nc2c(=O)n(C)c(=O)[nH]c21,-3,-2,-3,-0.1,2,-8,8,-6,-4
c1ccc(NC2=NCCCCS2)cc1,-12,-1,-10,0.0,0,-4,0,-8,3
CCN(CC)CC(=O)Nc1ccc(C)cc1C(=O)c1ccccc1,-4,0,-13,0.1,7,-7,2,0,-7
Cc1cccc(NC(=O)CN2C(=O)N/C(=C/c3ccc(C)o3)C2=O)c1,-78,-8,-31,0.4,0,-5,-25,-1,-2
O=C(NC1CCC(c2ccccc2)CC1)c1cccnc1 (stereo not given),2,0,-14,-0.3,19,-4,-7,-6,-3
COc1ccc(N(CC(=O)NCCC2=CCCCC2)S(=O)(=O)c2ccccc2)c(OC)c1,-6,-8,-2,0.5,14,-9,-2,0,-6
CCOCCn1c(SCC(=O)OCc2ccccc2)nc2c1c(=O)[nH]c(=O)n2C,6,1,-11,-0.6,34,1,-1,-2,-13
COc1cc(OC)cc(C(=O)OCC(=O)NCc2ccc3c(c2)OCO3)c1,4,-2,-3,-3.1,16,-31,-1,-1,8
COc1cccc(NC(=O)CSC(N)=O)c1,-7,13,-21,.,4,10,11,-1[fluorescence artefact?],-1
Cc1nn(C(=O)c2c(-c3ccccc3)noc2C)c(C)c1N=Nc1cc(C(F)(F)F)cc(C(F)(F)F)c1,-11,-4,-4,0.7,19,.,-1,-4,-10
CS(=O)(=O)Nc1nc2n(n1)C(c1ccccc1)CC(c1ccccc1)N2 (stereo not given),-5,1,-14,1.2,4,-6,-2,-4,-7
CC(NC(=O)Cc1cccs1)c1ccc2c(c1)OCO2 (stereo not given),-11,2,-10,-1.0,1,-9,1,-9,-8
O=C(CCN1C(=O)COc2ccccc21)NCCC1=CCCCC1,3,0,14,2.4,-1,-30,-3,-5[fluorescence artefact?],-3
COC(=O)CSC1=C(C#N)C(c2ccsc2)CC(=O)N1 (stereo not given),-5,-2,1,0.9,-9,.,1,-4,-5
CCCCNC(=O)O/N=C(\N)CS(=O)(=O)C(C)(C)C,-2,-1,-3,-0.2,30,-11,1,-1,-10
O=C(OCC(=O)c1cccs1)c1cccc(C(=O)OCC(=O)c2cccs2)n1,11,2,-19,-0.3,1,-4,4,3,2
O=C(C1=C(c2ccccc2)C(=O)c2ccccc2C1=O)c1ccccc1,-1,2,12,1.8,18,6,1,-18[fluorescence artefact?],-5
Cc1ccc(S(=O)(=O)/C(C#N)=C/c2ccccc2OCc2ccccc2)cc1,-57,2,-11,1.3,1,-10,-1,11,-3
# Further structures:
SMILES,NCF1 inh,Runt-CBFb FRET,EBV gp42 block,zVAD death inh,Hck-Nef inh,Mdm2 ligase inh,Runt-SMMHC FRET,14-3-3 Bad PPI,Tb hexokinase
N#CCC(=O)NCC1(c2ccccc2)CCCC1,-15,-2,-12,0.3,1,14,-2,0,1
CC(=O)c1ccc(NC(=O)COC(=O)c2ccccc2N=Nc2ccc(N(C)C)cc2)cc1,6,-5,4,3.4,4,-12,-3,-2[fluorescence artefact?],-2
CC(=O)Nc1ccc(NC(=O)Nc2ccccc2C)cc1,-8,2,-17,9.2,22,-7,-8,-7,4
CCSc1cc(N2CCCC2)nc(-c2cccc(C)c2)n1,-1,-3,7,2.2,-40,-13,5,2[fluorescence artefact?],0
O=C1CC(c2cc(F)ccc2F)c2cc3c(cc2N1)CCC3 (stereo not given),-2,1,3,-1.0,16,-9,2,-6,-2
CCn1c(C)nc2cc(C(=O)NNC(=S)Nc3ccc(Cl)cc3)ccc21,-24,6,-13,-1.1,0,.,-6,-3,-17
CC1CCCN(C(=S)NC2CCCC2)C1 (stereo not given),-9,0,-8,-0.5,-8,-11,0,-1,-1
COC(=O)c1sccc1NC(=O)C1CC2CCC1C2 (stereo not given),-5,-1,-17,0.1,1,-20,2,5,0
N#Cc1ncc(C(F)(F)F)cc1Sc1ccccc1N,-1,2,-7,-0.2,0,8,0,-3,-3
O=C1COc2ccc(-c3csc(NCC4CCCO4)n3)cc2N1 (stereo not given),-2,6,-14,54,25,-5,4,34[fluorescence artefact?],-4

# A draw from above in order of formula weight, low to high.
SMILES,NCF1 inh,Runt-CBFb FRET,EBV gp42 block,zVAD death inh,Hck-Nef inh,Mdm2 ligase inh,Runt-SMMHC FRET,14-3-3 Bad PPI,Tb hexokinase
N#CCC(=O)NCC1(c2ccccc2)CCCC1,-15,-2,-12,0.3,1,14,-2,0,1
COC(=O)c1sccc1NC(=O)C1CC2CCC1C2 (stereo not given),-5,-1,-17,0.1,1,-20,2,5,0
CC(=O)Nc1ccc(NC(=O)Nc2ccccc2C)cc1,-8,2,-17,9.2,22,-7,-8,-7,4
N#Cc1ncc(C(F)(F)F)cc1Sc1ccccc1N,-1,2,-7,-0.2,0,8,0,-3,-3
CCSc1cc(N2CCCC2)nc(-c2cccc(C)c2)n1,-1,-3,7,2.2,-40,-13,5,2[fluorescence artefact?],0
O=C1COc2ccc(-c3csc(NCC4CCCO4)n3)cc2N1 (stereo not given),-2,6,-14,54,25,-5,4,34[fluorescence artefact?],-4
CCn1c(C)nc2cc(C(=O)NNC(=S)Nc3ccc(Cl)cc3)ccc21,-24,6,-13,-1.1,0,.,-6,-3,-17

# (listing goes on)
SMILES,NCF1 inh,Runt-CBFb FRET,EBV gp42 block,zVAD death inh,Hck-Nef inh,Mdm2 ligase inh,Runt-SMMHC FRET,14-3-3 Bad PPI,Tb hexokinase
O=C(COC(=O)c1ccccc1NC(=O)c1ccco1)NCc1ccc2c(c1)OCO2,8,0,-33,0.0,3,2,0,7,-1
Cc1ccc(Cn2c(=N)c(C#N)cc3c(=O)n4cccc(C)c4nc32)cc1,6,.,1,-1.0,21,-12,.,65,3
COc1ccccc1N1C(N)=NC(N)=NC1(C)C,-9,-1,0,-0.8,-1,3,0,-4,-8
CCC(C(=O)Nc1nccs1)c1ccccc1 (stereo not given),-4,-3,0,1.1,-16,-15,0,-1,-2
Cc1nc(-c2ccccc2)sc1C(=O)/C=C/c1ccccc1,-8,2,-10,0.1,-1,10,-1,4,-16
Cc1cc(=O)[nH]c(SCc2cc(=O)n3nc(C)sc3n2)n1,6,-1,-7,2.6,1,-18,-4,3,-5
Cc1cccc(C(=O)N2CCN(C(=O)c3cccc(C)c3)C(C)C2)c1 (stereo not given),0,0,-10,0.8,2,-18,0,-13[fluorescence artefact?],-2
COc1ccccc1C(=O)N(Cc1ccco1)C1CCS(=O)(=O)C1 (stereo not given),-13,2,-14,0.0,0,-1,-7,2,5
CCC(C)(C)n1nnnc1C(c1ccccc1)N1CCN(Cc2ccccc2)CC1 (stereo not given),-6,1,2,-1.9,24,-7,2,-2,2
COc1ccc(S(=O)(=O)N2CCC(C(=O)Nc3c(F)cccc3F)CC2)cc1,-16,-2,-13,0.5,2,-12,1,-6,-1
Nc1ccc(-n2nncc2-c2ccc(Cl)cc2)cc1,-4,2,-21,-0.2,4,.,4,0,-7
Cn1cccc1CC(=O)NNC(=O)Nc1ccc(F)cc1,-9,1,-2,0.6,-1,.,0,2,3
